# Calpain2 inh: calpain II (pig) inhibition; purified calpain II, fluorogenic peptide substrate, 30 min; inhibition, % at 16 µM; hit rate 0.37% among 220,000;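 active means inhibition above about 50%, limit read from the data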
# RBBP9 inhibitor: blocks human serine hydrolase RBBP9; recombinant RBBP9, FP-Rh probe fluorescence polarization; inhibition, % at 7.94 µM; hit rate 0.2% among 220,000;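 active means inhibition above the campaign mean of all tested compounds plus 3 SD, cut at about 14% in these data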;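 further: plate controls were DMSO wells with RBBP9 for no effect and wells lacking RBBP9 protein for full effect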
# Target sequence (O75884 whole entry, looked up): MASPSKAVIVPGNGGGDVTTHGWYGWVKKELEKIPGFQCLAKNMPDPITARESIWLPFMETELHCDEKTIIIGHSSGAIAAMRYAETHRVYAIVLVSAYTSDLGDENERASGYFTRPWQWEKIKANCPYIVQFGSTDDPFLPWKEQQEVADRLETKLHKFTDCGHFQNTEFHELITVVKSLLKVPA
#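 Material: RBBP9 protein. Amount: RBBP9 at 2.5 µM in dispensed solution, before mixing. Schedule: 30 min then 45 min, 25 °C. Medium: Tris buffer pH 8.0, NaCl, Pluronic. Measured by: fluorescence polarization. Measure: percent inhibition from mP, scaled between DMSO and no-protein wells. Replication: one well per compound.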
# p97 inhibitor: inhibitors of human p97 ATPase | P55072 | recombinant p97 ATPase, Kinase-Glo ATP luminescence, 3 h | inhibition, % at 8 µM | hit rate 0.42% among 220,000 | AID 1481; in the data active means inhibition above about 15%;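 further: 0% = DMSO vehicle and 100% = wells lacking enzyme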
# EBV gp42 inh: EBV gp42 inhibition. inhibition, % (tested at 21.74 µM). hit rate 0.42% among 220,000. Q1HVG2. Fluorescence polarization binding assay, mP read-out; in the data active means inhibition above about 50%
# Target sequence (Q1HVG2 whole entry, looked up): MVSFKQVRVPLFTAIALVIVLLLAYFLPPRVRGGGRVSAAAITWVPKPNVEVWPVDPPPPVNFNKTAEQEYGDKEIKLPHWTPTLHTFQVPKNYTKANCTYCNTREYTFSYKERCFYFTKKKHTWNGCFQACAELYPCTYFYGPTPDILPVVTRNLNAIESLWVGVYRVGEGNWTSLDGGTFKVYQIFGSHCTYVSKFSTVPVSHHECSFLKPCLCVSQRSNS
# NCF1 inh: blocks human p47phox regulatory protein of NADPH oxidases | P14598 | p47phox/p22phox peptide binding, fluorescence polarization, 2 h | inhibition, % at 24.7 µM | hit rate 0.53% among 220,000;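 active means inhibition above about 30%, limit read from the data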;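 further: 0% = p47phox with labelled peptide and 100% = labelled peptide alone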
# Runt-CBFb FRET: Runt domain-CBFb interaction inhibition; Q01196+Q13951; inhibition, % at 20 µM; AID 1496; Cerulean-Runt/Venus-CBFb FRET ratio 530/480, 1 h; hit rate 0.46% among 220,000;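 active means inhibition over about 50% at 20 µM in the single-dose screen, limit read from the data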;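 further: 0% = DMSO wells and 100% = excess unlabeled CBFb competitor control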
#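 System: Cerulean-labeled Runt domain protein | Quantity: 100 nM of each labeled protein | Schedule: 1 h compound exposure, room temperature | Detection: Fluorescence energy transfer, 422 nm excitation, 530/480 nm emission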
# TbHK1 inh: blocks Trypanosoma brucei hexokinase 1 activity; inhibition, % at 10 µM; recombinant TbHK1, G6PDH-coupled NADH A340; hit rate 0.11% among 220,000;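 active means inhibition of 50% or more in the single-dose primary screen; inactive means inhibition below 50%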
# Runt-SMMHC FRET: inhibitors of human RUNX1 Runt domain binding to CBFb-SMMHC; hit rate 0.74% among 220,000; Cerulean-Runt/Venus-CBFb-SMMHC FRET ratio 530/480, 1 h; inhibition, % at 20 µM; Q01196+Q13951;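 active means mean inhibition across duplicate retests at 20 µM reaching about 50%, limit read from the data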;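 further: 0% = DMSO wells and 100% = wells with excess untagged CBFb-SMMHC; inhibitors lower the FRET ratio by blocking Runt binding to CBFb-SMMHC; some results filed as inactive read as strong as hits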
# Furin inhibitor: human furin inhibition | purified furin, fluorogenic substrate cleavage | P09958 | hit rate 0.061% among 220,000 | AID 463115 | inhibition, % at 30 µM; in the data active means inhibition above about 25%; further: inactives centre near -15
# Target sequence (P09958 108-714 limits assumed): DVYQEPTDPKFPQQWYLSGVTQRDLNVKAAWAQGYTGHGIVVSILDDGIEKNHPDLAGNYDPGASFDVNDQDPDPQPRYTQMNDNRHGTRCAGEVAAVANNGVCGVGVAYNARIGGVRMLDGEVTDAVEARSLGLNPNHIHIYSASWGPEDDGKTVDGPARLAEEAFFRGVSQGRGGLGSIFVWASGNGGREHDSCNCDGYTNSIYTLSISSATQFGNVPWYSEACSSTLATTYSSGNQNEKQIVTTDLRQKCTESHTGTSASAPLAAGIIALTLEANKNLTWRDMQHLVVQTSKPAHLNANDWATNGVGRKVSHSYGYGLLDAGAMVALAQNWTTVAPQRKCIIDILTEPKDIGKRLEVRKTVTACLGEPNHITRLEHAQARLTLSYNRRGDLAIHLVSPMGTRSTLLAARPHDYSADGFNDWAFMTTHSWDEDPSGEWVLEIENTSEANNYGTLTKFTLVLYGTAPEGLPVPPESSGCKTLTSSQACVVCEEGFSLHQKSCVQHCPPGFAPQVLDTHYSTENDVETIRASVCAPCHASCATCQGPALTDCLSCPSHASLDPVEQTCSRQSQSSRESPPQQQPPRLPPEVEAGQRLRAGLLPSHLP
# An asterisk follows results filed as active; i = inactive; x = no result given; [ ] = remark or other dose.
# Preview (2 entries):
# Values in the order: EBV gp42 inh, p97 inhibitor, NCF1 inh, Runt-SMMHC FRET, RBBP9 inhibitor, Runt-CBFb FRET, Calpain2 inh, TbHK1 inh, Furin inhibitor
CN=C(NC#N)NCCSCc1nc[nH]c1C
  -2, 6, -3, 4, -7, -1, -8, 3, -19
O=C(O)c1ccccc1C(=O)c1cccs1
  -22, -6, -10, 4, -12, -2, -10, 3, -10

# The listing, previewed entries included:
# Values in the order: EBV gp42 inh, p97 inhibitor, NCF1 inh, Runt-SMMHC FRET, RBBP9 inhibitor, Runt-CBFb FRET, Calpain2 inh, TbHK1 inh, Furin inhibitor
CN=C(NC#N)NCCSCc1nc[nH]c1C
  -2, 6, -3, 4, -7, -1, -8, 3, -19
O=C(O)c1ccccc1C(=O)c1cccs1
  -22, -6, -10, 4, -12, -2, -10, 3, -10
COc1cc2c(cc1OC)[C@H](Cc1ccc(O)cc1)NCC2
  -18, 7, -4, -1, -8, -1, -17, -3, -20
CCN(CC)S(=O)(=O)c1cccc(C(=O)NCC2CCCO2)c1 (stereo not given)
  -3, 7, 0, -4, 2, 1, -28, -4, -17[20 µM]
O=C(Cn1nnc2ccccc21)N1CCCCC1
  2, 0, -10, 2, -5, -2, 15, 6, -11[20 µM]
Cn1cc(C(=O)N/N=C/c2cccs2)c2ccccc21
  -13, 7, -4, -4, -4, 1, 13, -33, -1
CCOC(=O)C1C(c2ccccc2)N(C)OC1(O)C(F)(F)F (stereo not given)
  -12, 3, -12, 1, -5, 0, -8, 0, -20
COc1cccc(CNc2ccc(F)c(Cl)c2)c1O
  -6, -2, -12, x, -2, x, 37, -7, -16
O=C(Cc1cccc2ccccc12)Nc1ccc(OC(F)F)c(Cl)c1
  7, 2, -16, 1, -29, -1, 4, 4, -14
Cc1cccc(N2CCN(C(=O)CN(C)S(=O)(=O)c3ccc4c(c3)CCC(=O)N4)CC2)c1C
  -2, -2, 4, 1, 10, -7, -36, -15, -15
Cn1c(-c2ccc3c(c2)OCO3)cnc1NCc1cccc(O)c1
  -14, 5, -5, 3, -4, -4, 22, 9, -6
O=C(O)CCC(=O)N1CCOc2ccc(Cl)cc21
  -12, -1, 37*, -1, -5, -2, -7, 0, -27
NC(=O)c1nsc(C(=O)N(CC(=O)NCc2ccc3c(c2)OCO3)C2CCCCC2)c1N
  -14, 1, -15, 4, 4, -2, -107, -7, -3
O=C(CCc1nnc(C2(c3ccc(Cl)cc3)CCC2)o1)NC1CC1
  0, 2, -1, 0, -3, -1, -33, -5, -17
Cc1ccc(OCCN2CCNCC2)c([N+](=O)[O-])c1
  -17, 3, -13, 1, -1, -2, -11, 10, -21
O=C(COC(=O)Cc1c[nH]c2ccccc12)Nc1ccccc1
  -4, 3, -3, 1, -3, 2, -1, 3, -30
COc1ccc(N2C(=O)c3ccccc3NC2c2ccc(OC)c(CSc3ccccn3)c2)cc1 (stereo not given)
  -2, -2, 1, -1, -6, -3, -127, -4, -20
COc1ccc(Cc2nnc(N)s2)cc1OC
  -16, 5, -6, 26, -7, 38, -13, 5, -14[20 µM]
O=C1c2ccccc2C(=O)N1CCCc1nc(-c2ccccn2)no1
  -36, 5, -13, -6, 5, 1, 11, 2, -29[20 µM]
CCCC1(C)NC(=O)c2ccccc2O1 (stereo not given)
  -12, 0, 2, -2, 5, 0, -2, -5, -9
Cc1cccc(C2(c3cccc(C)c3)CC2C(=O)Nc2ccc([N+](=O)[O-])cc2O)c1 (stereo not given)
  1, 2, -24, -2, -22, 4, -45, 24, -27
COc1cccc(-n2c(C)nc3c(cnn3-c3ccc(Cl)cc3)c2=O)c1
  -19, 3, -5, -1, -3, -2, -1, 1, -6[20 µM]
Cc1ccc2oc(=O)c3cc(C(=O)NCCN4CCN(C)CC4)sc3c2c1
  -22, 2, -10, 0, -5, 2, -32, -56, -6
Cc1sc2nc(CSCC(=O)Nc3c(Cl)cccc3Cl)[nH]c(=O)c2c1C
  -45, 4, -98, -2, 0, -5, -12, -5, -12
Cc1ccc(C(=O)NN(C)c2nc3ccccc3nc2C(F)(F)F)cc1
  -17, 2, -3, 4, 2, 1, -57, -10, -11[20 µM]
O=C(Nc1ccccc1Cl)c1cc(S(=O)(=O)N2CCCCC2)ccc1N1CCOCC1
  -15, 1, -7, -8, -2, -3, -27, -3, -7[20 µM]
COc1ccc(CNC(=O)c2ccc(CNc3c(NC4CCCCC4)c(=O)c3=O)cc2)cc1
  -24, 10, -3, 3, 0, -3, -32, 1, 12
CCCCCn1nc(C)c(/C=N\NC(=O)c2cc(C)oc2C)c1C
  -12, -7, -16, -1, -7, -1, -13, 4, -6[20 µM]
COC(=O)c1cc(NS(=O)(=O)c2ccc(C)c3ccccc23)ccc1N1CCOCC1
  -6, 1, -15, -4, 0, 7, -6, -19, -4
CN1C(C(=O)NCCc2cccs2)CC2Cn3c(nc4ccccc43)C21 (stereo not given)
  -1, x, -8, 0, x, -1, -11, 7, -21

# Part of the list above in order of molar mass, rising.
# Values in the order: EBV gp42 inh, p97 inhibitor, NCF1 inh, Runt-SMMHC FRET, RBBP9 inhibitor, Runt-CBFb FRET, Calpain2 inh, TbHK1 inh, Furin inhibitor
O=C(Cn1nnc2ccccc21)N1CCCCC1
  2, 0, -10, 2, -5, -2, 15, 6, -11[20 µM]
CN=C(NC#N)NCCSCc1nc[nH]c1C
  -2, 6, -3, 4, -7, -1, -8, 3, -19
CCN(CC)S(=O)(=O)c1cccc(C(=O)NCC2CCCO2)c1 (stereo not given)
  -3, 7, 0, -4, 2, 1, -28, -4, -17[20 µM]

# The results go on.
# Values in the order: EBV gp42 inh, p97 inhibitor, NCF1 inh, Runt-SMMHC FRET, RBBP9 inhibitor, Runt-CBFb FRET, Calpain2 inh, TbHK1 inh, Furin inhibitor
CCc1nnc(NC(=O)CSc2nc3cc4c(cc3cc2CC)OCCO4)s1
  -5, -6, -10, -7, 2, -16, 21, 0, 3[20 µM]
O=c1nc(/C=C/c2ccc(-c3ccc(F)cc3)o2)cc(C(F)(F)F)[nH]1
  1, 4, -61, 81*, 8, 106*, -66, -8, -1[20 µM]
Cc1cccc(OCCCC(=O)NC(C)C)c1
  -23, -7, 10, 116, -6, 21, 6, 2, -8[20 µM]
CC12COC3(C(=O)Nc4ccc([N+](=O)[O-])cc4)CC1CCC32C (stereo not given)
  -24, 10, -23, -4, -2, -3, 8, -8, -18
COc1ccc2oc(C(=O)C3CC3)c(N)c2c1
  -11, 1, -2, 4, -4, 0, -22, -32, -11
Cc1cc(C)c(C)c(S(=O)(=O)N2CCC(C(=O)OCC(=O)N3c4ccccc4NC(=O)C3(C)C)CC2)c1C
  -10, 2, -55, -2, -3, 0, -42, -4, -11[20 µM]
Cc1cc(Nc2nc3c(c(=O)n(C)c(=O)n3C)n2C)n(-c2ccc(Cl)cc2)n1
  -21, 5, -14, -5, 3, -2, -19, -1, -6
CC1=CC(c2ccc(Cl)cc2)n2nc(NS(=O)(=O)c3ccc(C)cc3)nc2N1 (stereo not given)
  -15, -5, 4, x, -4, 36, i, -12, -8[20 µM]
O=C1CC(N2CCN(c3ccc(S(=O)(=O)N4CCCC4)cc3)CC2)C(=O)N1c1ccc(F)cc1 (stereo not given)
  -8, 1, -7, -1, -4, 0, -39, -1, -16[20 µM]
CSc1ccccc1NC(=O)CN(C)Cc1cccc(Cl)c1
  -5, -4, 3, -4, -3, -3, 3, -1, -25
OC(COC(c1ccc(Cl)cc1)c1ccc(Cl)cc1)CN1CCN(c2ccccn2)CC1 (stereo not given)
  6, -6, -1, -7, -6, -5, 20, -8, -11
COc1ccc(CCN(Cc2cc3cc(C)ccc3[nH]c2=O)C(=O)N2CCCC2)cc1OC
  -6, -3, -5, -7, -5, -1, -53, -4, -17
COC(=O)C(Cc1ccccc1)NC(=O)c1cc(S(=O)(=O)N(C)C)ccc1Cl (stereo not given)
  -13, 4, 8, -2, -1, 0, -15, 1, -10
CCN(CC)S(=O)(=O)c1ccc(OC)c(NC(=O)c2ccc3c(c2)OCO3)c1
  -12, 2, -4, -7, 1, -2, 16, 0, -17
Cc1nc(NCc2ccccc2)sc1C(=O)Nc1ccccc1
  -5, 0, 3, -1, -8, -2, 44, -5, -18
CC(CN1CCCCC1)C(=O)NN (stereo not given)
  -12, 7, -8, 0, -2, 0, -11, 1, -37
COc1cccc(N(C(=O)Cn2nnc(-c3ccc(C)cc3)n2)C(C(=O)NC(C)(C)C)c2c[nH]c3ccccc23)c1 (stereo not given)
  -9, 2, -14, 5, -3, 1, -367, -8, -17[20 µM]
COc1ccc(/C=C/C(=O)Oc2cccc(/C=N/NC(=O)COc3c(C)cccc3C)c2)cc1
  -3, -2, 1, -2, -6, -1, -10, 3, -21[20 µM]
CCc1ccc(Nc2nc3ccccc3c(=O)s2)cc1
  -27, 6, 0, -5, 2, -2, -17, 30, -9
CCOc1ccc(/C=N/NC(=O)Cc2csc(Nc3cccc(C(F)(F)F)c3)n2)c(OCC)c1
  -9, 2, -1, 5, -12, -3, -71, -22, -13[20 µM]
CCOc1ncccc1C(=O)OCCN1C(=O)c2ccccc2C1=O
  -7, -1, -5, 2, 0, -1, -33, 3, -26
Cc1ccc(C(C)n2cc(C(=O)NCCN3CCN(C)CC3)nn2)cc1 (stereo not given)
  -29, 7, -1, 1, 0, 2, 9, 7, -17
CC(C)(C)c1ccc(N2C(=O)CSC2c2cccnc2)cc1 (stereo not given)
  -6, -1, -1, 2, -11, 2, 22, -2, -9
CCNc1nc(SCCOc2ccccc2)nc(N(C)C)n1
  -23, -3, -10, 2, 0, -3, 7, 1, -30[20 µM]
CCCC(=O)NCCCc1nc2ccccc2n1CC
  -12, -6, 2, 2, -10, 0, -33, 1, -14
O=C(NC(CO)Cc1ccccc1)c1ccccc1 (stereo not given)
  -7, 2, 0, -2, 0, -2, -2, -5, -16
CC12CCC(C(=O)Nc3ccncc3)(CC1O)C2(C)C (stereo not given)
  -6, 1, -1, 0, -5, -1, -15, -6, -11
COc1ccc(N(C(C)C(=O)N/N=C(\C)C(C)(C)C)S(C)(=O)=O)cc1 (stereo not given)
  2, 2, 10, 2, -5, 1, -26, -5, -23
COCCOC(=O)CSc1ncccc1-c1nc2cc(C)c(C)cc2[nH]1
  -2, -22, -13, -4, -8, 2, -212, -11, -25
COc1ccc(NC(=O)CSCCc2ccccn2)cc1OC
  -10, 0, x, 0, -1, 0, -3, -1, -33
O=C(c1ccc2c(c1)OCCO2)N1CCCCC1
  -10, 1, -3, -1, -5, 4, -8, 3, -7[20 µM]
CNC(=S)N(Cc1ccco1)Cc1cc2cc(OC)ccc2[nH]c1=O
  -15, 1, -15, x, -10, x, -98, -13, -29
CCOC(=O)/C=C/C(=O)OCC(=O)Nc1cccc(Cl)c1Cl
  1, -4, -12, -1, -2, 4, -14, -2, -29
CCOC(=O)N1CCN(C(=O)/C(=C/c2cccc3ccccc23)NC(=O)c2ccc(OC)c(OC)c2)CC1
  -11, 6, -6, -4, -5, -3, -49, -15, -28
Cc1ccc(S(=O)(=O)N2CCCCC2)cc1NC(=O)CSc1nccn1C
  -3, 0, -7, -4, 3, 2, 2, 3, -17
Cc1nnc(NC(=O)c2cccc(S(=O)(=O)N3CC(c4ccccc4)CC3=O)c2)s1 (stereo not given)
  -8, -4, -14, 4, -11, 0, -22, -19, -3
COc1cccc(CN2C(=O)CCC2(C)C(=O)NC2CCCCCC2)c1 (stereo not given)
  -19, -6, -4, 0, -6, -1, -2, -1, -7
COc1ccccc1NC(=O)C1=C(C)Nc2nc(-c3cccs3)nn2C1c1cccnc1 (stereo not given)
  -19, -1, -8, -1, 2, 2, -16, -3, -14
O=C(NCc1cccs1)Nc1ccc(Cl)cc1
  -2, 1, -14, -8, -8, -6, 4, 1, -18[20 µM]
Cc1ccccc1NC(=S)Nc1cccc([N+](=O)[O-])c1
  -10, 0, 5, 6, 2, 0, 21, 1, -22
